Bioassay records (PubChem)
APEX1 inh: inhibitors of human APE1 endonuclease | P27695 | recombinant APE1, TAMRA/BHQ-2 abasic DNA cleavage fluorescence | Potency, µM (top dose mostly 65.8 µM), without a hit: at the highest dose activity change, negative = inhibition, usual class: inhibitors | 350,000 tested, 0.35% active;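 further: potency means the concentration at half of the fitted maximal effect; plate controls were vehicle for no effect and reference inhibitor for full effect; nearly all actives have a fitted effect of over 55% in size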
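APE1 at 0.75 nM preincubated 15 min at room temperature with compound. Reaction then started with 50 nM double-stranded THF-abasic substrate labelled with TAMRA/BHQ-2, and 525/598 nm fluorescence read kinetically. Activity taken as third-minus-first read difference, normalized to DMSO and NSC13755 controls.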
POLK inh: inhibitors of human DNA polymerase kappa; Q9UBT6; purified Pol kappa, fluorescent DNA synthesis assay, 10 min; Potency, µM (doses to about 107 µM), without a hit: at the highest dose activity, negative = inhibition, hits mostly inhibitors; 400,000 tested, 0.53% active; further: potency means the concentration at half of the fitted maximal effect; on the % scale 0 is the no-effect control and ±100 the full control effect
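Fluorescent qHTS in 1536-well format: enzyme (10 nM) and compound sat 15 min at room temperature before 50 nM substrate (final) was added. Signal taken at 0 and 10 min; no-enzyme buffer wells were negative controls.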
POLI inh: DNA polymerase iota (human) inhibition. Q9UNA4. Pol iota fluorescent replication assay, 10 min. Potency, µM (highest dose often 115 µM), for the others: at the top dose activity, negative = inhibition, hits mostly inhibitors. 390,000 tested, 1% active. AID 588590; further: potency means the concentration at half of the fitted maximal effect
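Fluorescent replication assay read twice, at 0 min and 10 min after adding 50 nM (final) substrate. Enzyme (10 nM) and compounds were first incubated 15 min at room temperature; enzyme-free buffer wells were negative controls.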
Glioma ERSR ind: induces the endoplasmic reticulum stress response in human glioma cells; U87-MG GRP78 promoter luciferase reporter, 16 h; Potency, µM, inactives show at the highest dose activation, most hits filed as activators; 420,000 tested, 0.02% active; further: potency means the concentration at half of the fitted maximal effect; series mostly up to about 76 µM; % of control where 0% means no effect; nearly all actives have a fitted effect of over 35% in size
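ERSR induction read as luciferase luminescence (Bright-Glo, 10 min at room temperature) in stably transfected human U87-MG glioma cells exposed to compounds for 16 h, using GRP78 as sensor.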
Apoferritin bind: candidate novel general anesthetic via apoferritin binding. P02791. apoferritin/1-aminoanthracene competitive binding, fluorescence. Potency, µM (top dose mostly 77.5 µM), without a hit: top-dose activity change, negative = displacement, most hits filed as inhibitors. 350,000 tested, 0.074% active; further: potency means the concentration at half of the fitted maximal effect; on the % scale 0 is the no-effect control and ±100 the full control effect; nearly all actives have a fitted effect of over 20% in size
Target sequence (P02791 2-175 limits assumed): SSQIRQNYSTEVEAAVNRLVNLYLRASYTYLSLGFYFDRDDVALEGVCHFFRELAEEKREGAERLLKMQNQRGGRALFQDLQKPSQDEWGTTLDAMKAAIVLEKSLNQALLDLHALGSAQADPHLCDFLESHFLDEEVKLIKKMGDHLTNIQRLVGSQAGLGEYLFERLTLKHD
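In PBS, apoferritin at 10 uM is loaded with 1-AMA from a 50% saturated solution. After 10 min of compound exposure at ambient temperature, reduced 535 nm fluorescence indicates probe displacement.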
LDHA inh: LDHA (human) enzyme inhibition. purified LDHA, NADH/diaphorase-resazurin fluorescence; active compounds read low. activity change, % (values are at about 110 or 230 µM). 480,000 tested, 0.15% active; in the data active means activity change below about -30%; inconclusive means mostly about -25% to -30%;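 further: plate controls were DMSO wells for no effect and wells without enzyme for full effect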
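Human LDH5 (2 nM) was incubated with 0.06 mM NADH and 0.2 mM pyruvate for 5 min at room temperature in Tris pH 7.4. Remaining NADH was coupled through diaphorase/resazurin, and resorufin fluorescence was read at 0 and 20 min.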
POLH inh: inhibitors of human DNA polymerase eta | Potency, µM (titrated, usually from 114 µM), for the others: at the highest dose activity change, negative = inhibition, hits mostly inhibitors | AID 588591 | recombinant Pol eta, fluorescent DNA replication assay | Q9Y253 | 390,000 tested, 1.2% active; further: potency means the concentration at half of the fitted maximal effect; on the % scale 0 is the no-effect control and ±100 the full control effect
Target sequence (Q9Y253 whole entry, looked up): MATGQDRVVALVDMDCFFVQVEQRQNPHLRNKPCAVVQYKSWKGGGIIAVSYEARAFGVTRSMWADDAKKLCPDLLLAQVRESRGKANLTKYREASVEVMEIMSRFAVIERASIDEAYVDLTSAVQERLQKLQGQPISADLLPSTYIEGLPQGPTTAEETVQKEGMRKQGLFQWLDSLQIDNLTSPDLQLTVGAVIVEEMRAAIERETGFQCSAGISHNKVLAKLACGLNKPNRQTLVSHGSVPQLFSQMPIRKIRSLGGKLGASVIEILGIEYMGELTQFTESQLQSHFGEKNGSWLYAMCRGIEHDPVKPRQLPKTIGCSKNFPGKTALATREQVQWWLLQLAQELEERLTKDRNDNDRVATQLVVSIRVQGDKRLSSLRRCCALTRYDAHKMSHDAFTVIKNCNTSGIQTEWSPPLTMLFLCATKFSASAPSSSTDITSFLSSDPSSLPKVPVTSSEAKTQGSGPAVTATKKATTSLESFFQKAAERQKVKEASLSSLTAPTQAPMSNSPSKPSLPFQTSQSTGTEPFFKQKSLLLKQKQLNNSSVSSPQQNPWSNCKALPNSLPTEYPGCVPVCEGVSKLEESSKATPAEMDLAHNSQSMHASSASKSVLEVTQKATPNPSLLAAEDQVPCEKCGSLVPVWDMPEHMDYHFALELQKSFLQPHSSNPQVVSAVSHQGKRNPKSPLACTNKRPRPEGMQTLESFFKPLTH
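Pol eta (10 nM) was preincubated with compounds for 15 min at room temperature, after which fluorescent replication substrate (50 nM final) was added to start the reaction. Fluorescence was read kinetically at 0 and 10 min.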
Pol beta inh: DNA polymerase beta (human) inhibition. Pol beta primer extension/strand displacement, fluorescence kinetic. P06746. 340,000 tested, 1.3% active. Potency, µM (highest dose often 114 µM), for inactives: at the highest dose activity change, negative = inhibition, hits mostly inhibitors; further: potency means the concentration at half of the fitted maximal effect; on the % scale 0 is the no-effect control and ±100 the full control effect
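Pol beta (10 nM) and compounds were preincubated 15 min at room temperature, then 50 nM substrate (final) started primer extension/strand displacement. Reads were taken at 0 and 10 min; concentration-response data were fitted to a four-parameter Hill equation.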
BLM helicase inh: Bloom syndrome helicase (human) inhibition; AID 2528; 350,000 tested, 0.2% active; Potency, µM (series often up to 56.1 µM), without a hit: top-dose activity change, negative = inhibition, hits mostly inhibitors; recombinant BLM DNA unwinding, fluorescence dequenching; P54132;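 further: potency means the concentration at half of the fitted maximal effect; plate controls were vehicle for no effect and no enzyme for full effect; nearly all actives have a fitted effect of over 35% in size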
Numbers without * were called inactive; u = inconclusive; x = no result given; [ ] = dose if it differs, or a comment. Unless noted, the call rests on the fitted dose curve; in most records, active means well fitted curve in the direction sought with a large enough effect; inconclusive means small, poorly fitted or top-dose-only effect, or another doubt; inactive means no such curve, though single readings can be large; an effect the other way counts as inactive or inconclusive. These rows are one share of the data (hit frequency here may not be typical).

SMILES,APEX1 inh,POLK inh,POLI inh,Glioma ERSR ind,Apoferritin bind,LDHA inh,POLH inh,Pol beta inh,BLM helicase inh
Cc1ccc(C(=O)N/C(=C\c2cccc([N+](=O)[O-])c2)C(=O)NC(Cc2ccccc2)C(=O)O)cc1 (stereo unspecified),11%,-3%,-2%,3%,-13%,-10,-14%,1%,-2%
Cn1cc(S(=O)(=O)N2CCc3ccccc32)cc1C(=O)Nc1ccc(Cl)cc1,2%,-13%,-6%,-2%,0%,-2,u,12%,-5%
COc1ccc(C(=O)Nc2cccc(/C(C)=N/NC(=O)c3ccc([N+](=O)[O-])cc3)c2)cc1OC,-11%,-13%,1%,2%,-9%,-3,1%,24%,0%
CC(C)CC(NC(=O)C1CCCCC1)C(=O)NCc1ccccn1 (stereo unspecified),1%,-2%,30%[activator],-3%,0%,-10,-18%,1%,-2%
N#Cc1c(NC(=O)C2CC=CCC2C(=O)O)sc2c1CCCCCC2 (stereo unspecified),u,-27%,-12%,-2%,6%,-3,u,18µM*,1%
O=C(C[C@@H]1C/C=C\C[C@H](Cc2ccc(F)cc2)C(=O)OC[C@@H](Cc2c[nH]c3ccccc23)NC1=O)NCCO,12µM*,2%,10%,-4%,x,0,-7%,x,x
CCc1nc2ccccc2nc1N1CCN(S(=O)(=O)c2c(C)cc(Cl)cc2C)CC1,-2%,-2%,-17%,-4%,4%,-3,-8%,1%,-8%
Cn1nc(C(=O)NCc2ccc(F)cc2)c2ccccc2c1=O,0%,-15%,-3%,0%,-17%,-10,-1%,1%,-1%
Cn1cc(/C=C(\NC(=O)c2ccccc2Cl)C(=O)NCCN2CCOCC2)c2ccccc21,41%,-18%,29%,-1%,-15%,-6,-3%,23%,1%
COc1ccc(-c2nnn(CC(=O)N(CCN3CCOCC3)C(C(=O)NC3CCCCC3)c3ccco3)n2)cc1 (stereo unspecified),11%,-18%,3%,-1%,-8%,-10,5%,11%,-10%
CS(=O)(=O)c1ccccc1C(=O)Nc1ccccc1Cc1ccccc1,1%,-6%,-14%,-4%,4%,-6,-7%,9%,-3%
COc1cccc(OC)c1C(=O)Nc1nc(COc2ccccc2)cs1,-5%,8%,8%,-4%,-1%,-1,-7%,-1%,-5%
COC(=O)c1c(C)[nH]c(C(=O)COC(=O)Cn2cc(C(F)(F)F)ccc2=O)c1C,32%,-14%,52%[activator],-4%,x,-3,0%,x,x
CCCCN(c1ccc(C(=O)OC)cc1)S(=O)(=O)c1ccccc1,15%,0%,16%,0%,4%,-1,-10%,3%,6%
CN1OC[C@@H]2CN[C@H](c3cccc(-c4ccccc4)c3)C[C@@H]21,x,-7%,9%,-1%,x,-10,-3%,x,x
COc1ccc(C(=O)NNC(=O)CSc2nnc3ccccn23)cc1OC,5%,-4%,32%[activator],-4%,x,-7,1%,x,x
O=C(CSc1nc(Cc2ccccc2)nc2ccccc12)Nc1nc2c(s1)CCCC2,-5%,-5%,4%,-2%,-7%,3,-20%,-13%,-2%
CC(C)(C)OC(=O)NCCCC(CCCNC(=O)OC(C)(C)C)C(=O)O,11%,3%,-2%,0%,-3%,-1,-16%,21%,0%
Nc1nonc1N/N=C\c1ccccc1,-3%,-4%,-22%[58.9 µM],-4%,-5%,-7,-2%,0%,-4%
Cc1cn2c(=O)cc(COc3cccc(NC(=O)c4ccc(C(C)(C)C)cc4)c3)nc2s1,x,-3%,-4%,-2%,9%,-4,-17%,17%,-1%
COc1cccc(-c2cn3c(n2)sc2cc(C(=O)NCCc4ccccc4)ccc23)c1,x,-17%,-12%,3%,5%,4,-2%,-9%,2%
Cc1nc(-c2ccc(Cl)cc2)sc1CCNC(=O)C(=O)Nc1ccc2c(c1)OCO2,x,-8%[60.1 µM],12%,2%,-12%,-1,-12%,-4%,-4%
S=C(NCc1ccccc1)N/N=C/c1cccs1,14%,4%,-9%,3%,-11%,-2,3%,14%,-12%
CCCCn1c(N)c(N(CC(C)C)C(=O)Cc2ccc3c(c2)OCCO3)c(=O)[nH]c1=O,9%,4%,21%,0%,x,-2,u,x,x
O=[N+]([O-])c1ccc(S(=O)(=O)N(CCCN2CCOCC2)Cc2cccs2)cc1,1%,-10%,7%,-4%,-7%,-8,-19%,7%,-6%
O=C(c1ccco1)N1CCN(Cc2nnnn2CCc2ccccc2)CC1,-2%,-13%,-8%,1%,-10%,-2,1%,21%,4%
Nc1[nH]c(=O)[nH]c(=O)c1N=Nc1ccccc1Cl,70%[activator],-17%,u,-1%,-10%,-12,u,42%,-3%
N#CC1=C(N)n2c(s/c(=C\c3ccco3)c2=O)=C(C#N)C1c1ccco1 (stereo unspecified),7.1µM*,22µM*,7.9µM*,-3%,8%,1,3.2µM*,7.1µM*,-6%
CCc1cccc(C)c1NC(=O)CN1CCN(Cc2ccccc2Cl)S1(=O)=O,x,3%,17%,-3%,-11%,0,-18%,u,-1%
COC(=O)c1ccc(NC(=O)CCN2CCN(CCC(=O)Nc3ccc(C(=O)OC)cc3)CC2)cc1,0%,-1%,-6%,1%,-5%,-4,-4%,4%,4%

2 of the compounds above, with values under each structure:
Values in the order – APEX1 inh, POLK inh, POLI inh, Glioma ERSR ind, Apoferritin bind, LDHA inh, POLH inh, Pol beta inh, BLM helicase inh
> CCCCn1c(N)c(N(CC(C)C)C(=O)Cc2ccc3c(c2)OCCO3)c(=O)[nH]c1=O
  9%, 4%, 21%, 0%, x, -2, u, x, x
> COc1ccc(-c2nnn(CC(=O)N(CCN3CCOCC3)C(C(=O)NC3CCCCC3)c3ccco3)n2)cc1 (stereo unspecified)
  11%, -18%, 3%, -1%, -8%, -10, 5%, 11%, -10%

(more compounds)
SMILES,APEX1 inh,POLK inh,POLI inh,Glioma ERSR ind,Apoferritin bind,LDHA inh,POLH inh,Pol beta inh,BLM helicase inh
CN(C)S(=O)(=O)c1ccc(NC(=O)c2ccc(Br)o2)cc1,14%,0%,3%[58.9 µM],-1%,-19%,5,-7%,8%,1%
CC(C)Cc1cc(C(=O)NCCc2ccccc2)no1,0%,-13%,24%,-4%,u,-6,-8%,-2%,-3%
COC(=O)C1=C(C)NC(=O)NC1c1ccc(OCC(=O)N2CCCCC2)cc1 (stereo unspecified),-4%,-6%,15%,-3%,-10%,-5,3%,23%,3%
CC(C)N(Cc1nccn1C)C(=O)c1ccc2oc(Cc3ccccc3)nc2c1,0%,20%,35%[activator],-1%,-8%,0,-9%,1%,0%
Cc1nc(C(=O)N(C)C)nn1-c1cc(Cl)cc(Cl)c1,2%,-8%,11%,0%,-8%,-7,-8%,0%,1%
CCOC(=O)c1cc2n(c1/N=C/N(C)C)-c1ccccc1C2=O,-2%,-3%,7%,-1%,171%[activator],-2,7%,-20%,-3%
Cc1ccccc1N1CCN(CCCN2C(=O)C3CCCCN3C2=O)CC1 (stereo unspecified),3%,-3%,73%[activator],-3%,1%,5,-17%,1%,0%
Cc1cc(C)nc(NC(=O)c2cccc(Br)c2)n1,29%,-16%,-5%,-1%,-10%,-7,2%,11%,-1%
CCOC(=O)Cc1csc(SCC(=O)NC(C)C23CC4CC(CC(C4)C2)C3)n1 (stereo unspecified),1%,-6%,110%[activator],-3%,-12%,0,-21%,31%,-1%
CC(=O)Nc1cccc(C(=O)/C=C/c2ccc(C)cc2)c1,4%,-21%,u,-11%,1%,-8,u,-25%,-7%
CC1CN(C(=O)c2cc3c(s2)CCC3)CC(C)O1 (stereo unspecified),22%,-5%,1%,-2%,-12%,-6,1%,0%,-2%
Cc1ccc(NC(=O)CSc2nc(N)cc(N)n2)cc1S(=O)(=O)N1CCOCC1,u,-3%,-20%,-2%,3%,-8,-6%,2%,-2%
CC12CCC(=O)N1C(C(=O)Nc1nc3ccc(Cl)cc3s1)CS2 (stereo unspecified),22%,-16%,u,4%,x,-6,-11%,x,x
CCCCn1c(N)c(N(CCC(C)C)C(=O)c2ccc(-c3ccc([N+](=O)[O-])cc3)o2)c(=O)[nH]c1=O,17%,11%,2%,-5%,x,-3,9%,x,x
CSCCC(NC(=O)c1ccccc1)C(=O)NNC(=O)c1ccccc1 (stereo unspecified),-6%,11%,u,-5%,x,-4,-15%,x,x
Cc1ccc(C(=O)c2cc([N+](=O)[O-])ccc2N2CCOCC2)cc1,-4%,-14%,14%,-3%,-4%,-6,-8%,9%,-3%
CCC(C)N(C(=O)CN1C(=O)NC2(CCc3ccccc32)C1=O)C1CCS(=O)(=O)C1 (stereo unspecified),19%,-5%,27%,-5%,x,-8,-1%,x,x
N#CC(NC(=O)OCc1ccccc1)c1ccccc1 (stereo unspecified),1%,-20%,u,-1%,x,-1,-3%,x,x
O=C(N/N=C/c1cccnc1)c1ccc(F)cc1,23%,-3%,80%[activator],0%,-3%,-5,6%,20%,-5%
Cc1cc(C)c(C)c(S(=O)(=O)N2CCN(C(=O)c3ccco3)CC2)c1C,x,-20%,39%[activator],-4%,x,-7,-2%,x,x
CCCC/C=C/C(NC(=O)c1ccc(C(=O)OC)cc1)c1ccccc1 (stereo unspecified),-7%,-12%,10%,-5%,0%,-3,-10%,x,2%
COc1ccc(CNc2nc(-c3cccc(C#N)c3)nc3ccccc23)c(OC)c1,9%,-4%[60.1 µM],x,-4%,x,x,x,x,1%
CCN(CC)S(=O)(=O)c1ccc(NC(=O)C2CCCO2)cc1 (stereo unspecified),-8%,-8%,-14%,-1%,-9%,3,-3%,-1%,-1%
COc1ccccc1CCC(=O)OCc1csc(CC(=O)Nc2ccccc2C)n1,-3%,-6%,17%,-1%,2%,2,-21%,-17%,-10%
COC(=O)C1=CN(C2CC2)C=C(C(=O)OC)C1c1ccc(C(F)(F)F)cc1,4%,0%,33%[activator],-7%,-11%,-12,-14%,u,-9%
